Source: PubChem
PNC assembly inh – High Content Assay for Compounds that inhibit the Assembly of the Perinucleolar Compartment | PC3M PTB-GFP, PNC prevalence imaging, 16 h; active compounds read low | activity change (PNC), negative = inhibition, % at 10 µM | hit rate 3.1% among 140,000;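 active = readout at or below -70, meaning at least 70% loss of cells showing the perinucleolar compartment, a nuclear body marking cancer cells; inconclusive = readout between -30 and a set limit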;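 note: plate controls were DMSO wells for no effect and camptothecin positive control wells for full effect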
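PC3M cells stably expressing PTB-GFP, 750–1000 cells/well, treated 16 h at 37 °C with compound (23 nl of library stock), in duplicate. After paraformaldehyde fixation and Hoechst stain, imaged at 20x; PNC prevalence scored by image analysis.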
12-hLO inh – qHTS Assay for Inhibitors of 12-hLO (12-human lipoxygenase) | purified 12-hLO, xylenol orange hydroperoxide absorbance | hit rate 0.12% among 150,000 | AID 1452, 2008 | Potency, µM (series often up to 57.1 µM), for inactives: at the highest dose activity change, negative = inhibition, hits mostly inhibitors | Polyunsaturated fatty acid lipoxygenase ALOX12 (Homo sapiens), P18054; note: potency is the fitted concentration of half-maximal effect; nearly all actives have a fitted effect of over 55% in size; many of its hits are not listed in these tables
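Purified human 12hLO (150 nM), preincubated 15 min with compound, then 40 uM arachidonic acid for 30 min, room temperature, Hepes pH 7.0 with 0.01% Triton X-100. Hydroperoxide detected by ferrous iron/xylenol orange; 573/405 nm absorbance ratio gives reaction progress.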
ALOX15B inhib – qHTS Assay for Inhibitors of 15-hLO-2 (15-human lipoxygenase 2) | hit rate 0.56% among 110,000 | purified 15hLO-2, xylenol orange hydroperoxide absorbance | Potency, µM (doses to about 57.1 µM), inactives show at the top dose activity change, negative = inhibition, actives largely listed as inhibitors | Polyunsaturated fatty acid lipoxygenase ALOX15B (Homo sapiens), O15296; note: potency is the fitted concentration of half-maximal effect; nearly all actives have a fitted effect of over 60% in size; many of its hits are not listed in these tables
Target sequence (O15296 whole entry, looked up): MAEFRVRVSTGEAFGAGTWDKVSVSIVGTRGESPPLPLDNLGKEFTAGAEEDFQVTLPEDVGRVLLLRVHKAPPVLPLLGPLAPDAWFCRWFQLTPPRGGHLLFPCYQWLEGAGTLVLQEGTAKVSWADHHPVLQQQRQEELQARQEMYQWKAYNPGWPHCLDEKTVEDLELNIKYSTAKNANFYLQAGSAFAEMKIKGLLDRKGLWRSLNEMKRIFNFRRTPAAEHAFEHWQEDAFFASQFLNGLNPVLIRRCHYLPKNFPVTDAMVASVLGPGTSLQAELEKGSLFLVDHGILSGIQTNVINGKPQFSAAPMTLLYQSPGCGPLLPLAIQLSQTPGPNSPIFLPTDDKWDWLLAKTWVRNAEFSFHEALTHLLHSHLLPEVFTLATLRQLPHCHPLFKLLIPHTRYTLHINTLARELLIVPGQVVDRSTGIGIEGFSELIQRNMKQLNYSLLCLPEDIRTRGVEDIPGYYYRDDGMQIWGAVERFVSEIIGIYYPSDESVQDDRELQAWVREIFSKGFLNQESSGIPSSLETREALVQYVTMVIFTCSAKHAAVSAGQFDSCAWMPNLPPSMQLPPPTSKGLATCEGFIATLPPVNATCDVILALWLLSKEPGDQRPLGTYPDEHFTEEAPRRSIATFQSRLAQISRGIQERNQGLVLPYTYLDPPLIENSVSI
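Screening format was qHTS against 50 nM purified 15hLO-2 in Hepes pH 7.5 with detergent. Activity follows hydroperoxide formation from 45 uM arachidonic acid, measured as 573:405 nm absorbance ratio of the ferric-xylenol orange complex.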
IMPase cell inh – qHTS Assay for Identifying the Cell-Membrane Permeable IMPase Inhibitors | Inositol monophosphatase 1 (Rattus norvegicus), P97697 | CHO-M1 cells, IP1 accumulation, HTRF TR-FRET ratio | inhibition (IP1 accumulation), % at 46.1 µM | 120,000 tested, under 10 active; active = well fitted curve in the direction sought with a large enough effect in the signal ratio, not every such curve was filed as active; inconclusive = small, poorly fitted or top-dose-only effect, or a change in a side signal; inactive = no such curve, though single readings can be large or run the other way; the % refers to the signal ratio;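 note: cells stimulated with carbachol in lithium chloride buffer; plate controls were DMSO basal wells for no effect and reference inhibitor wells for full effect; higher means more IMPase inhibition seen as more IP1 and lower FRET ratio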
Target sequence (P97697 whole entry, looked up): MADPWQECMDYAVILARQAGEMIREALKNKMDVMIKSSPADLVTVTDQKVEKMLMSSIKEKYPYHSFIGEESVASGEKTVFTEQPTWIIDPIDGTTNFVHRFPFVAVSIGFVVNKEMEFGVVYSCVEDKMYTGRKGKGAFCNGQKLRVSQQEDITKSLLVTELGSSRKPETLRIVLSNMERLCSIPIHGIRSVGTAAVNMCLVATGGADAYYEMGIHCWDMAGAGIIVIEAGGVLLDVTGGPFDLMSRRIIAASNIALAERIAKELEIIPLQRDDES
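In this qHTS, compounds (final up to 46 uM) act on CHO-M1 cells that are then activated through the M1 receptor with carbachol, in pH 7.4 buffer containing 50 mM LiCl, for 30 min. IP1 accumulation is quantified by the IP-One immunoassay.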
Starred values were filed as active, the others as inactive; ? = inconclusive; · = not tested or not shown; & = joins results of further samples; [ ] = another dose, or the depositor's remark. Unless noted, calls come from the whole dose curve; as a rule, active = well fitted curve in the direction sought with a large enough effect; inconclusive = small, poorly fitted or top-dose-only effect, or another doubt; inactive = no such curve, though single readings can be large; an effect the other way counts as inactive or inconclusive. Unless noted, % is set by controls: 0 for no effect and ±100 for the full control effect. Some of the compounds tested. The share of hits here may be higher or lower than overall.

SMILES	PNC assembly inh	12-hLO inh	ALOX15B inhib	IMPase cell inh
COc1ccc(C2c3c(oc4ccc(C)cc4c3=O)C(=O)N2c2cc(C)ccn2)cc1OC (stereo not drawn)	7	6%	7%	9
CC(Cc1ccccc1)C(=O)NCc1nc2ccccc2s1 (stereo not drawn)	21	-4%	·	·
COc1ccc(S(=O)(=O)Nc2cc(Sc3ncn[nH]3)c(O)c3ccccc23)cc1	-28	?	4µM*	21
Cc1ccnc(SCc2cc(=O)c(OC(=O)c3ccc(S(=O)(=O)N4CCCC4)cc3)co2)n1	?	0%	·	·
CCOC(=O)C1C(=O)NC(N2CCCCC2)=NC1C(C)C (stereo not drawn)	9	-2%	10%	6
Cc1ccccc1NC(=O)C(C)O/N=C/c1cccc([N+](=O)[O-])c1 (stereo not drawn)	-8	-5%	4%	10
O=C(CSc1nc2ccccc2[nH]1)N1c2ccccc2Sc2ccccc21	33	1%	·	4
O=C(/C=C/c1cccs1)N1CCOCC1	-25	-10%	·	·
Cc1cccc(NC(=O)c2ccccc2NC(=O)Cc2ccccc2)c1C	116	-6%	3%	3
CCOC(=O)Cn1c(C(F)(F)F)nc2nc(Cl)c(Cl)nc21	·	2%[11.4 µM]	-6%[11.4 µM]	·
CC1(C)CC(OC(=O)c2ccco2)CC(C)(C)N1O	22	0%	?	4
CCOC(=O)CN1CC23C=CC(O2)C(C(=O)NCc2cccs2)C3C1=O (stereo not drawn)	38	-1%	0%	1
O=C(c1ccccc1)N1CCN(CC#CC2(O)CCCCC2)CC1	?	-5%	-2%	6
Cc1ccc(C(=O)N2CCN(C(=O)c3ccccc3)C2c2ccc(N(C)C)cc2)cc1 (stereo not drawn)	3	0%	·	·
CCOC(=O)N/N=C/c1c(F)c(F)c(F)c(F)c1F	-1	-4%	·	·
CC(=O)N1CCC2(CC1)CCN(c1ncccn1)CC2	·	2%	0%	·
COc1ccccc1N1CCN(CC(=O)c2c(C)[nH]c3ccccc23)CC1	46	6%	6%	-5
CC1(C)CC(=O)C2=C(C1)Nc1ccccc1N=C2	-14	-8%	·	19
CCn1c(=N)c(C(=O)NC)cc2c(=O)n3cccc(C)c3nc21	18	-2%	-10%	-7
C#CCOCCOCCOCCNc1nc(N2CCN(C(=O)[C@H]([C@@H](C)O)n3cc(CCCCN)nn3)CC2)nc(N2CCN(C(=O)[C@H]([C@@H](C)CC)n3cc(CCCN=C(N)N)nn3)CC2)n1	57	2%	·	·
CC1(C)C(=O)OC(c2cccs2)C(C)(C)C1=O (stereo not drawn)	3	-7%	1%	6
CCn1c2ccccc2c2cc(NC(=O)CSc3nnc(-c4ccc(OC)c(OC)c4)n3N)ccc21	73	4%	-12%	-1
CC1(C)C(C=C(Cl)Cl)C1C(=O)N1CCN(c2ccccc2)CC1 (stereo not drawn)	32	-15%	-7%	13
N#CC1=C(N)Oc2n[nH]c(-c3ccc(F)cc3)c2C1c1ccncc1 (stereo not drawn)	-6	-9%	2%	-7
CC(Sc1nc(NCc2ccccc2)nc(N2CCOCC2)n1)C(=O)Nc1ccccc1 (stereo not drawn)	-11	-2%	-4%	0

Next section:
SMILES	PNC assembly inh	12-hLO inh	ALOX15B inhib	IMPase cell inh
COc1ccc2cc3cc(C(=O)NCc4ccc5c(c4)OCO5)oc3nc2c1	39	-7%	·	11
O=C(Nc1ccccc1Cl)ON=C1c2ccccc2-c2ccccc21	28	-6%	-4%	-7
CCCc1nnc(NC(=O)CCC(=O)N2CCN(CCOc3ccc(C)cc3)CC2)s1	17	-5%	7%	4
O=C(/C=C/c1ccccc1)/C=C/c1ccccc1	?	2%	·	·
COC(=O)/C=C\c1cc(O)ccc1O	·	-9%	?	8
C=CCOC(=O)C1=C(C)NC(SCC(=O)OCC)=C(C#N)C1c1ccc(C)cc1 (stereo not drawn)	-4	-8%	-3%	9
COc1cc2cc(C(c3nnnn3C(C)(C)C)N3CCc4ccccc43)c(=O)[nH]c2cc1OC (stereo not drawn)	-3	-11%	-8%	3
CC(C)(C)C1CCc2c(sc(NC(=O)CSc3nnc(-c4ccccc4)o3)c2C#N)C1 (stereo not drawn)	29	-3%	·	·
CCCC(=O)NC(=S)Nc1ccc(N2CCOCC2)c(Cl)c1	-25	-12%	·	·
CCOc1ccccc1NC(=O)CN(Cc1ccccc1)S(C)(=O)=O	-94*	2%	2%[11.4 µM]	-1[1.84 µM]
Cc1ccc(S(=O)(=O)N(C)C)cc1NC(=O)c1ccc(OC(F)(F)F)cc1	13	2%	·	·
COc1cccc(-c2nc(Oc3cc(C)cc(C)c3)c3ccccc3n2)c1O	?	-5%	·	-8
O=C(CSc1nc2ccccc2[nH]1)c1ccc2c(c1)OCO2	?	-18%	6%	0
O=C(O)CN1C(=O)CC(Cc2ccc(Cl)cc2)C1=O (stereo not drawn)	-9	1%	2%	1
Cc1cccc(NC(=O)CSc2nnc(-c3ccco3)c(-c3ccco3)n2)c1C	0	-26%	-1%	3
CC(C)(C)C(=O)N1CCC[C@H]1C(O)(c1ccccc1)c1ccccc1	?	0%	·	·
CCOc1cccc(OCCOCCOc2ccccc2C(C)=O)c1	-9	1%	·	·
C[C@@H](C(=O)NCC1CC1)[C@@H]1C[C@@]1(C)[C@@H](NC(=O)OCc1ccccc1)c1ccccc1	-3	-5%&-3%	1%	·
O=C(COc1ccc(Br)cc1)N1CCN(c2ccc([N+](=O)[O-])c(N3CCCCC3)c2)CC1	-8	1%	·	2
COC(=O)CSc1nnc(-c2ccoc2C)n1-c1ccc(C)cc1	3	3%	4%	-7
CC(C)(C)c1cc(NC(=O)CSc2nncs2)n(-c2ccccc2)n1	-2	-4%	·	·
COC(=O)c1cn(NC(=O)C2COc3ccccc3O2)c(=O)c2ccccc12 (stereo not drawn)	-23	1%	6%	1
C/C(=N/NC(=O)CCC(=O)Nc1cccc(Cl)c1)c1ccc(C)cc1	20	-1%	·	·
O=C(c1ccco1)N1CCC(c2nc(-c3ccc(F)cc3)no2)CC1	-10	-8%	6%	4
CNC(=O)c1cc2cccc(OC)c2oc1=O	?	-4%	·	15

The listing continues:
SMILES	PNC assembly inh	12-hLO inh	ALOX15B inhib	IMPase cell inh
CNC(=O)c1cc2cc(OC)ccc2oc1=N	18	-6%	-8%	-9
CCn1c(Cc2ccccc2)nnc1SCC(=O)c1cccc([N+](=O)[O-])c1	67	-4%	-7%	13
COc1ccc(C(=O)Nn2c(C)ccc2C)cc1OC	?	-4%	-18%	1
Cc1ccc(C(C)NC(=O)c2c(C)noc2C)cc1C (stereo not drawn)	-11	0%	-6%	1
CCOc1ccc(N(CC(=O)NCc2ccccc2)S(=O)(=O)c2c(C)noc2C)cc1	8	-1%	0%	3
COc1ccc(-c2noc(CCC(=O)Nc3cccnc3)n2)cc1OC	-100*	-3%	7%	-1
Cc1c(Cl)c([N+](=O)[O-])nn1CCCC(=O)Nc1sc2c(c1C(N)=O)CCC(C)C2 (stereo not drawn)	48	4%	·	-6
COC(=O)C(C)(C(=O)OC)c1ccccc1[N+](=O)[O-]	8	-2%	5%	-4
Cc1nn(Cc2ccc(Cl)cc2Cl)c(C)c1NC(=O)NC12CC3CC(CC(C3)C1)C2	12	-22%	29%	-3
O=C1Nc2ccccc2C(O)(C(=O)NCc2ccco2)N1c1ccc(Cl)c(Cl)c1 (stereo not drawn)	1	-6%	·	1
CCOc1ccc(CN2C(=O)c3ccccc3C2C(=O)NCc2cccnc2)cc1 (stereo not drawn)	?	-4%	-1%	-5
CCCc1c(C)c2ccccc2[nH]c1=O	1	2%	2%	14
COc1ccc2c(c1)CCCC21NC(=O)NC1=O (stereo not drawn)	?	-8%	-3%	?
CC(C)NC(=O)c1sc2nc(-c3cccs3)cc(-c3cccs3)c2c1N	?	-13%	-11%	-24
Cc1c(-c2ccccc2)nc(-c2ccccc2)[nH]c1=O	-2	-4%	·	·
Cc1cc(C(=O)OCC(=O)N2c3ccccc3CC2C)c(C)o1 (stereo not drawn)	?	2%	-3%[11.4 µM]	3[1.84 µM]
O=C(c1cc2cc(Cl)ccc2oc1=O)N1CCCC1	17	-1%	·	-6[0.369 µM]
FC(F)(F)c1ccc(C2[C@H]3CN(Cc4ccc(-c5ccccc5)cc4)[C@H](c4ccccc4)C34CC2(c2cccnc2)C4)cc1 (stereo partly drawn)	·	0%	11%	·
Cc1cc(C(=O)COC(=O)C2=NNC(=O)CC2)c(C)n1-c1ccc(OC(F)F)cc1	20	-3%	4%	4
COC(=O)/C(=C\c1c[nH]c2ccccc12)NC(C)=O	?	-7%	-12%	-3
CC(=O)NC(CCS(C)(=O)=O)C(=O)Nc1c(F)cccc1F (stereo not drawn)	-21	4%	3%	5
COc1cc2[nH]c(=O)n(CCCC(=O)N3CC=C(c4ccccc4)CC3)c(=O)c2cc1OC	15	1%	-3%	7
NC(=O)c1c(NC(=O)CSc2nnc(Cc3ccccc3)n2Cc2ccco2)sc2c1CCC2	5	-11%	-9%	21
C[N+](C)(C)CC/C=C1/c2ccccc2CSc2ccccc21	156	3%	·	23
c1ccc(-c2nnc(-c3ccco3)o2)cc1	27	-7%	9%	10

Further compounds follow:
SMILES	PNC assembly inh	12-hLO inh	ALOX15B inhib	IMPase cell inh
Cc1ccc(S(=O)(=O)N(CC(=O)N/N=C/c2cccc3c2OCCO3)c2ccccc2F)cc1	?	-24%	-4%	9
Cn1c2ccccc2c2cc(C(=O)O)ccc21	31	-1%	-1%	-1
CC1(C)CC(=O)c2cc(C(=O)NC3CCSC3=O)c(=O)n(-c3ccc(Cl)cc3)c2C1 (stereo not drawn)	-24	3%	·	·
COc1ccc(Cn2c(=O)[nH]c3cc(C(=O)NCCCN4CCCC4=O)ccc3c2=O)cc1	?	-4%	-15%	13
COc1ccc(CNC(=O)C2CCN(S(=O)(=O)N3CCOCC3)CC2)cc1	-22	0%	·	-8
C=CCn1c(=O)c2ccccc2n2c(SCc3csc(-c4ccccc4)n3)nnc12	4	-1%	-12%	-10
Cc1cc(NC(=O)c2ccccc2-c2ccccc2)ccc1Br	5	-3%	·	·
CC(=O)Nc1ccccc1NS(=O)(=O)c1ccc(Cl)cc1	3	0%	-2%	11
COC(=O)c1sc(S(=O)(=O)N2CCCCC2C(=O)O)c(C(=O)OC)c1C (stereo not drawn)	-7	-1%	-1%	-6
COc1ccc(Cn2c(O)c(C=Nc3ccc(OC)cc3)c3ccccc3c2=O)cc1	-17	2%	·	·
Cc1cccc(C)c1NC(=O)CN1N=NC2C(=O)N(c3cccc(Cl)c3)C(=O)C21 (stereo not drawn)	93	-3%	·	·
CCn1c2ccccc2c2cc(C3C(C#N)=C(N)Oc4n[nH]c(COC)c43)ccc21 (stereo not drawn)	?	-22%	10%	17
COc1ccc(CCNC(=O)C2CCCCC2C(=O)O)cc1OC (stereo not drawn)	41	2%	0%	8

Record cards, as listed above.
CC(=O)NC(CCS(C)(=O)=O)C(=O)Nc1c(F)cccc1F (stereo not drawn) is listed with PNC assembly inh = -21; 12-hLO inh = 4%; ALOX15B inhib = 3%; IMPase cell inh = 5
CC1(C)CC(=O)C2=C(C1)Nc1ccccc1N=C2 is listed with PNC assembly inh = -14; 12-hLO inh = -8%; ALOX15B inhib = ·; IMPase cell inh = 19
CCn1c2ccccc2c2cc(NC(=O)CSc3nnc(-c4ccc(OC)c(OC)c4)n3N)ccc21 is listed with PNC assembly inh = 73; 12-hLO inh = 4%; ALOX15B inhib = -12%; IMPase cell inh = -1
